SUMO HTRF inh = inhibitors of in vitro SUMOylation cascade, primary screen, biochemical, HTRF, uHTS; SUMO-conjugating enzyme UBC9 (Homo sapiens), P63279; inhibition, % at 35 µM; HTRF SUMOylation assay, SAE1/SAE2 + UBC9; actives 0.36% (n = 290,000); in the data active = inhibition above about 50%, passing the limit was not always enough; note: strong numbers were not always called active
NS3 helicase inh = inhibitors of HCV NS3 helicase, primary screen, biochemical, Cy5 molecular beacon fluorescence. inhibition, % at 10.9 µM. Hepatitis C virus NS3 helicase. NS3 helicase DNA unwinding. actives 0.56% (n = 290,000);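 active = inhibition above the mean of all tested compounds plus 3 SD, set per campaign, cut at about 35% in these data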;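 note: 0% = DMSO wells and 100% = thioflavine S control wells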
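assay system = NS3 helicase fragment of HCV | buffer or medium = MOPS pH 6.5, MgCl2, DTT, Tween20, BSA | timing = 60 min unwinding reaction at 25 °C after ATP addition | signal = Cy5 beacon fluorescence read at start and 1 h | read-out basis = % inhibition of unwinding | control set = low DMSO, high thioflavine S at 110 µM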
IMP-1 inh = IMP-1 metallo-beta-lactamase inhibitors, primary screen, biochemical, epi-absorbance readout, Pseudomonas aeruginosa enzyme | actives 0.45% (n = 290,000) | inhibition, % at 5.6 µM | AID 1556, 2009 | purified IMP-1, nitrocefin hydrolysis, epi-absorbance fluorescence | metallo-beta-lactamase IMP-1 (Pseudomonas aeruginosa);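 active = inhibition above the mean plus 3 SD of all compounds in the same screening run, cut at about 4.5% in these data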;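 note: 0% = IMP-1 with DMSO and 100% = DMSO wells lacking enzyme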
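System: purified IMP-1 / Input: IMP-1 dispensed at 0.2 nM / Medium: 50 mM HEPES pH 7.1, 50 µM ZnSO4, 0.05% Brij 35 / Timing: 15 min enzyme–compound preincubation, then 25 min nitrocefin reaction, 25 °C / Technique: plate fluorescence quenching by hydrolysis product, ex 480/em 530 nm / Repeats: singlicate testing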
VIM-2 inhibitor = VIM-2 metallo-beta-lactamase inhibitors, primary screen, biochemical, epi-absorbance readout, Pseudomonas aeruginosa enzyme | AID 1527, 2009 | actives 0.89% (n = 290,000) | purified VIM-2, nitrocefin hydrolysis, epi-absorbance fluorescence | inhibition, % at 5.6 µM;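 active = inhibition above the mean of all tested compounds plus 3 SD, cutoff set per screening run, cut at about 7.5% in these data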;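 note: red hydrolysis product quenches plate fluorescence so inhibitors raise well fluorescence; 0% = enzyme with DMSO and 100% = DMSO without enzyme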
IDE cell inh = human IDE inhibitors in live cells, primary screen, fluorescence polarization, HEK cells, FAbetaB substrate | Insulin-degrading enzyme (Homo sapiens), P14735 | FAbetaB cleavage | inhibition, % at 5.59 µM | actives 0.41% (n = 320,000);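 active = percent inhibition above the average of all tested compounds plus 3 SD, set per screening campaign, cut at about 16% in these data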;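 note: IDE supplied by intact live HEK cells; FP after avidin binding of uncleaved biotin substrate so inhibition keeps polarization high; 0% = DMSO wells and 100% = 60 µM reference IDE inhibitor Ii1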
Target sequence (P14735 whole entry, looked up): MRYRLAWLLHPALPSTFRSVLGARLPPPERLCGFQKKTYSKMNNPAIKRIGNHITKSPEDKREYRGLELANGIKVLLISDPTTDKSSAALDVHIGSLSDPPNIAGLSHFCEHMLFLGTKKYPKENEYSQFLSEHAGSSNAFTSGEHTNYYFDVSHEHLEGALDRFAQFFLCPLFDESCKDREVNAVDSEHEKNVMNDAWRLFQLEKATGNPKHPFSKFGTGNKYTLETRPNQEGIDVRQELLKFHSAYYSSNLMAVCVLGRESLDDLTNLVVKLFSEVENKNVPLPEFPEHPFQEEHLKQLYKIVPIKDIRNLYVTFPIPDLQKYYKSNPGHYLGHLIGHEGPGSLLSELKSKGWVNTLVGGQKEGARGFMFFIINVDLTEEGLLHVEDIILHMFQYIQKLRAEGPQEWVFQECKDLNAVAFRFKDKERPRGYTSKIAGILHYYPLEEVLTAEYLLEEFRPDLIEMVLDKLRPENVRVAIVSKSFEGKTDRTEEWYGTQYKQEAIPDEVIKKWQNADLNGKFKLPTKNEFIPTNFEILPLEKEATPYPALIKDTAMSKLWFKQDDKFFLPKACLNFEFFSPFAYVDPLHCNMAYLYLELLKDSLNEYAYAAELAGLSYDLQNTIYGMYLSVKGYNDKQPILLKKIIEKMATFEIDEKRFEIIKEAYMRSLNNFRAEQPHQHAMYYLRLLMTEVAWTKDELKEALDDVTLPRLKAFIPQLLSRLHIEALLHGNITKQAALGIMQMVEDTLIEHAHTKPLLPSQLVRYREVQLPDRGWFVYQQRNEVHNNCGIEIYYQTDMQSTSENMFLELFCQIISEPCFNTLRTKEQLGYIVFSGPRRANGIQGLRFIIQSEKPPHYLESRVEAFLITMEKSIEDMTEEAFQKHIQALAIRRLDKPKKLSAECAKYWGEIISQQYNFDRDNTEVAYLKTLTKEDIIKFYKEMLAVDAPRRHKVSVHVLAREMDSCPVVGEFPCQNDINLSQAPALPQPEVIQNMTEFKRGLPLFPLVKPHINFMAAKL
CRFR2-BP antag = antagonists of CRF-BP/CRF-R2 complex, primary screen, cell-based, HEK293, calcium dye fluorescence, uHTS | CRF-induced calcium fluorescence | inhibition, % at 11.8 µM | actives 0.59% (n = 350,000) | AID 588475, 2011;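 active = inhibition of the ligand-induced calcium signal above about 50% at the single tested concentration, limit read from the data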
GalR3 antagonist = GalR3 antagonists in HEK293 cells, primary screen, cell-based, fluorescence readout; Galanin receptor type 3 (Homo sapiens), O60755; HEK293 GalR3-CNG cAMP membrane potential fluorescence; galR3 body fused to GalR1 C-terminus; inhibition, % at 3 µM; actives 0.44% (n = 360,000); AID 651719, 2012;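 active = inhibition above the screen-wide average plus 3 SD, cut at about 13% in these data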;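 note: forskolin and galanin both at EC90 stimulate the cells; cAMP rise reported by CNG channel membrane potential dye signal; 0% = forskolin plus galanin with DMSO and 100% = forskolin alone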
p-CIP stab down = p/CIP-EGFP fusion destabilizers, primary screen, fluorescence, F442A cells; actives 0.01% (n = 290,000); 16 h; AID 1984, 2009; Q05BA5; decrease of EGFP signal, % at 10 µM;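 active = EGFP signal decrease of at least 30% at 10 µM or well 3 SD below plate mean, unless failing retest; inactive = the rest, including hits failing retest or dose response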; note: some compounds called inactive have numbers as strong as hits; many of its hits are not listed in these tables
IDE cell activ = human IDE activators in live cells, primary screen, fluorescence polarization, HEK cells, FAbeta-B substrate; Insulin-degrading enzyme (Homo sapiens), P14735; FAbeta-B cleavage; 0% vehicle, 100% cell-free pure enzyme wells; actives 0.073% (n = 340,000); activation, % at 5.96 µM;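 active = activation above the mean of all tested compounds plus 3 SD, set per screening campaign, cut at about 17% in these data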
An asterisk follows results filed as active; x = not tested or not shown.

SMILES	SUMO HTRF inh	NS3 helicase inh	IMP-1 inh	VIM-2 inhibitor	IDE cell inh	CRFR2-BP antag	GalR3 antagonist	p-CIP stab down	IDE cell activ
CCOC(=O)C1CCN(C(=O)C2CCN(S(=O)(=O)N3CCCC3)CC2)CC1	8	11	-3.2	-2.1	-5	-14	0	-9	5
CC(=O)CSc1ncnc2c1oc1ccccc12	30	14	-3.6	4.8	7	-23	-4	-7	-3
CCN(CC)C(=O)c1sc(NC(=S)N2CCN(C(=O)C3CCCO3)CC2)c(C(=O)OC)c1C (stereo unspecified)	9	17	-4.1	-3.6	-3	-8	1	-21	3
COc1ccc(N(CCC(=O)Nc2ccccc2F)S(=O)(=O)c2ccc(C)cc2C)cc1	x	x	x	x	6	15	-3	x	-2
CN(c1cccc(NC(=O)c2ccc(Cl)c(S(=O)(=O)N3CCOCC3)c2)c1)S(C)(=O)=O	-1	-2	-1.8	-1.1	x	-10	-2	1	0
CCN1C(=O)[C@@H]2[C@@H](c3ccc(-c4ccccc4)cc3)N3CCC[C@@]3(C(=O)OC)[C@@H]2C1=O	x	x	x	x	7	-2	-1	x	-5
O=C(CN1CCN(c2ccc(F)cc2)CC1)c1cccs1	15	-3	-1.3	-2.2	-3	11	-4	-1	0
COc1ccc(OC)c(NC(=O)c2cc3n(n2)C(C(F)(F)F)CC(c2ccc4c(c2)OCO4)N3)c1 (stereo unspecified)	11	-18	-0.1	-1.2	6	-10	-8	-3	0
O=C(O)c1ccc(NC(=S)NC(=O)C(c2ccccc2)c2ccccc2)cc1	6	34	-1.3	-0.8	0	7	-2	-3	1
O=C(Cc1ccc(Cl)cc1)N/N=C/c1cccc(O)c1	12	18	-3.1	-1.1	8	2	-10	-15	-2
Nc1[nH]c(=O)[nH]c(=O)c1N=Nc1cccc(Cl)c1	8	7	-2.3	-1.5	0	6	-4	-8	5
Cc1c(O[C@@H]2O[C@H](CO)[C@@H](O)[C@H](O)[C@H]2O)ccc2c1oc(=O)c1ccccc12	30	5	-3.9	25*	x	-15	-2	-5	4
CN(Cc1ccccc1)Cc1nc2c(c(=O)n(C)c(=O)n2C)n1Cc1ccc(Cl)cc1	-8	0	0.6	-0.1	-3	-6	-3	-1	-3
O=C(O)c1ccc(CS(=O)(=O)Cc2ccccc2F)o1	0	-5	-0.7	-0.9	-4	-5	2	-17	3
CCOC(=O)c1c(C)nc2sc3c(=O)n(-c4ccc(C(C)=O)cc4)nnc3c2c1-c1ccc(OC)cc1	8	7	-0.8	-3.8	3	4	2	-24	8
CN(C)S(=O)(=O)c1cccc(NC(=O)CO/N=C(\N)c2ccccc2)c1	x	x	x	x	4	8	-2	x	2
Cc1c(C(=O)N(C)C)sc(NC(=O)c2cccc([N+](=O)[O-])c2)c1C#N	-19	0	-3.4	-2.1	-3	18	-6	1	2
CCOc1ccc(NC2OC(CO)C(O)C(O)C2O)c([N+](=O)[O-])c1 (stereo unspecified)	10	-3	-4.4	-3.1	1	-5	-7	-4	8
CN(C)CCCNC(=O)CC1C[C@H](C(=O)N2CCOCC2)[C@@]2(CCC3CCCC3)c3[nH]c4ccccc4c3CCN2C1=O (stereo partly specified)	x	x	x	x	-4	-23	-4	x	7
COc1ccc(-n2ccnc2SCC(=O)Nc2cc(C)on2)cc1	-21	-10	-0.7	-2.5	1	-4	4	-15	4
CSCCC(NC(=O)c1cc(C(C)(C)C)oc1C)C(=O)O (stereo unspecified)	17	-6	-1.6	-0.2	-3	6	-4	4	0
CC(OC(=O)c1ccco1)C(=O)NC1CCCCC1 (stereo unspecified)	-7	5	-2.6	0.1	6	5	-4	-2	7
O=C(NC1CCCCCC1)C1CCN(S(=O)(=O)c2cnc[nH]2)CC1	-8	-8	-1.9	-1.1	1	-5	-4	3	1
COc1nc(N=C(N)N)nc2c(C)cccc12	4	9	0.0	14*	1	23	-6	5	-2
COc1ccc(C(=O)N2CCOC2CNC(=O)C(=O)NCc2ccc(F)cc2)cc1 (stereo unspecified)	0	5	-2.8	-4.2	2	3	3	0	0
Next section:
SMILES	SUMO HTRF inh	NS3 helicase inh	IMP-1 inh	VIM-2 inhibitor	IDE cell inh	CRFR2-BP antag	GalR3 antagonist	p-CIP stab down	IDE cell activ
Cc1nonc1NC(=O)CSc1ccccn1	8	-1	-0.5	-1.3	-3	22	-6	-9	4
Cc1cc(=O)oc2ccc(OC(C)C(=O)O)cc12 (stereo unspecified)	9	-9	-2.4	-1.9	10	-2	-5	3	0
CC(=O)N(C)c1ccc(NC(=O)c2cnn(C)c2)cc1	5	3	-6.0	-2.1	4	3	3	-4	-1
CC(NC(=O)c1cc(-c2ccccn2)nc2ccc(Cl)cc12)C1CCCO1 (stereo unspecified)	12	8	-0.5	-4.5	0	-24	0	-10	-1
CC(C)NC(=O)N(C)C[C@H]1Oc2ccc(NC(=O)CCN3CCOCC3)cc2C(=O)N([C@H](C)CO)C[C@@H]1C	x	x	x	x	-1	-1	-3	x	3
Cc1oc(-c2ccc(Cl)cc2)nc1CS(=O)CC(=O)NCCCN1CC(C)CC(C)C1 (stereo unspecified)	2	-3	-1.6	1.2	-3	-19	-2	5	2
Cc1ccc2c(N)c(C#N)sc2n1	26	-3	-2.0	1.6	8	-6	-3	-16	4
O=C(Nc1ccc(N2CCOCC2)cc1)C1CCCN(S(=O)(=O)c2ccccc2)C1 (stereo unspecified)	-1	8	-2.4	0.0	-7	-6	0	-13	5
O=C(O)/C=C/C(=O)Nc1ccccc1C(=O)Nc1ccccc1	4	7	-0.8	0.4	-5	-11	-1	2	6
Cc1cc(C(=O)CN2C(=O)NC(CC(C)C)C2=O)c(C)n1-c1ccccc1F (stereo unspecified)	-23	-2	-3.1	-4.0	1	11	-3	-6	-1
O=C(COC(=O)c1ccc(S(=O)(=O)N2CCCC2)cc1)Nc1ccc(Cl)cc1	x	x	x	x	-1	4	-1	x	0
Cc1nnc2sc(SCC(=O)Nc3ccc(Br)cc3)nn2c1=O	-23	-22	-2.1	-3.4	-2	0	-1	-4	-2
O=C(c1ccoc1)N1CCCC(N2CCN(c3cccc(C(F)(F)F)c3)CC2)C1 (stereo unspecified)	1	4	-0.1	-0.4	2	-4	-4	-18	4
NC(=O)C1CC(=O)N(c2ccc(OCc3ccc([N+](=O)[O-])cc3)cc2)C1 (stereo unspecified)	12	2	-0.8	3.1	-1	14	-8	7	1
CCn1nnnc1SCC(=O)c1ccc(C)cc1C	-20	6	-0.1	-4.2	6	-10	0	-2	-1
CCc1cc2c(N[C@@H](Cc3ccccc3)C(=O)O)ncnc2s1	-3	8	-1.8	-1.8	4	5	-1	3	0
OCCN1CCN(C(=S)Nc2ccc(SC(F)F)cc2)CC1	-3	-2	-3.3	-1.0	-7	0	-5	-5	0
N#Cc1ccc(Oc2cccc3cccnc23)c([N+](=O)[O-])c1	28	14	-1.8	-0.3	1	-25	-4	1	7
N=c1c(S(=O)(=O)c2ccc(Cl)cc2)cc2c(=O)n3ccccc3nc2n1CC1CCCO1 (stereo unspecified)	11	4	-1.2	3.7	4	19	x	-1	1
COc1ccc(OC)c(C2/C(=C(/O)c3cnn(-c4ccccc4)c3C)C(=O)C(=O)N2CCN(C)C)c1 (stereo unspecified)	x	x	x	x	-3	7	-5	x	9
Cc1noc(C)c1S(=O)(=O)N1CCC(C(=O)Nc2ccc(Br)cc2)CC1	-4	-3	-2.6	-0.4	3	-7	-8	0	0
CCOC(=O)C1(Cc2ccccc2)CCN(C2Cc3ccccc3C2)CC1	-1	6	-3.0	-3.0	8	-7	-1	-16	7
Cc1[nH]c2ccccc2c1C(=O)C(=O)N1CCN(c2cccc(Cl)c2)CC1	-17	-12	-3.5	-4.8	0	-4	1	-3	4
O=[N+]([O-])c1cccc(/C=N\N=C2c3ccccc3-c3ccccc32)c1O	-2	14	-0.3	1.9	0	58*	1	-11	-6
O=C(NNC(=O)C12CC3CC(CC(C3)C1)C2)c1ccncc1	-1	6	0.6	0.0	0	8	-8	2	3

Whole records as entered above. Values in the order: SUMO HTRF inh | NS3 helicase inh | IMP-1 inh | VIM-2 inhibitor | IDE cell inh | CRFR2-BP antag | GalR3 antagonist | p-CIP stab down | IDE cell activ
Results for `CCc1cc2c(N[C@@H](Cc3ccccc3)C(=O)O)ncnc2s1` = -3 | 8 | -1.8 | -1.8 | 4 | 5 | -1 | 3 | 0
Results for `N#Cc1ccc(Oc2cccc3cccnc23)c([N+](=O)[O-])c1` = 28 | 14 | -1.8 | -0.3 | 1 | -25 | -4 | 1 | 7

Other entries:
SMILES	SUMO HTRF inh	NS3 helicase inh	IMP-1 inh	VIM-2 inhibitor	IDE cell inh	CRFR2-BP antag	GalR3 antagonist	p-CIP stab down	IDE cell activ
CC(=O)SCC(C)C(=O)NCc1ccccc1 (stereo unspecified)	14	-5	-0.4	0.3	-3	5	0	-11	2
CCN(CC)C(=O)c1sc(NC(=O)c2ccc(C)c([N+](=O)[O-])c2)c(C#N)c1C	-15	-5	-0.7	-2.6	3	18	1	-10	6
CCOC(=O)c1cc(-c2cccc([N+](=O)[O-])c2)n[nH]1	25	10	-3.2	-3.6	-4	21	2	-9	2
O=C(O)c1ccc(N=Cc2c(O)ccc3oc4c(c23)CCCC4)cc1	16	5	-2.3	-3.2	0	-12	-3	-3	-5
Cn1ncc(Cl)c1C(=O)NCc1ccco1	11	1	-0.3	-0.9	5	15	-4	0	2
COc1cccc(Oc2ccc(C(F)(F)F)cc2NC(=O)c2cccc(F)c2)c1	-24	-14	-2.1	-2.7	-3	-44	-3	-8	-5
CN(C)c1ccc(CNC(=O)C2CCC(CNc3c(N4CCCCC4)c(=O)c3=O)CC2)cc1 (stereo unspecified)	5	-3	-0.4	-1.3	-3	-1	-5	12	8
COc1ccc(C2CC(=O)C3=C(C2)Nc2ncnn2C3c2ccccc2C)cc1 (stereo unspecified)	-7	-8	-3.6	-0.8	3	-42	-5	-10	-5
CC(=O)Nc1ccc(N(CC(=O)NC2CCCCC2)C(=O)Cn2nnc(-c3ccccc3)n2)cc1	-2	-2	-1.4	-1.5	-1	-8	-1	-20	3
CCCCOC(=O)Oc1ccc2c(=O)c(Oc3cccc(C)c3)coc2c1	-15	11	-0.6	0.9	-1	56*	-3	-12	3
C=CCC(NCc1ccco1)c1ccc(OC)cc1OC (stereo unspecified)	9	-7	-1.8	-0.5	-1	x	x	25	x
CC(C)CCN(C(=O)c1csnn1)C(C(=O)NC1CCCCC1)c1ccc(F)cc1 (stereo unspecified)	3	-5	-0.7	-2.1	-5	-12	-10	-9	3
CC(=O)c1cn(CCOc2cc(C)ccc2C)c2ccccc12	5	-3	-2.2	-1.2	2	-2	84*	-26	6
